DT40 TDP1 CPT = growth inhibition of DT40 Tdp1-/-;hTDP1 cells with camptothecin (screen for TDP1 inhibitors); Potency, µM (series often up to 46.2 µM), inactives show top-dose activity change, negative = growth inhibition, usual class: inhibitors; 420,000 tested, 12% active; AID 686979; chicken DT40 Tdp1-/-;hTDP1 cells + 20 nM CPT, ATP luminescence, 48 h; active = well fitted inhibition curve with a large enough effect; inconclusive = small, poorly fitted or top-dose-only effect; also: nearly all actives have a fitted effect of over 55% in size
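Chicken DT40 Tdp1-/- cells complemented with human TDP1, 400 cells/well, exposed to compounds plus 20 nM camptothecin for at least 48 h at 37 C; viability read as ATP content by CellTiter-Glo luminescence.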
* marks the source's active call; other numbers are inactive results; ? = inconclusive; & = joins results of further samples; [ ] = another dose, or the depositor's remark. % is scaled to controls: 0 for no effect and ±100 for the full control effect; potency is read from the fitted curve at half-maximal effect. Not all compounds are listed. The share of hits here may be higher or lower than overall.

SMILES | DT40 TDP1 CPT
CCNC(=O)C1(C)CCCN(C(=O)c2cc(C)n(C(C)(C)C)n2)C1 (stereo not given) | 7.3µM*
CC(C)NC(=O)C1C(c2ccc(C(F)(F)F)cc2)=Nc2ccccc2N1C(=O)c1cccc2ccccc12 (stereo not given) | ?
CCCNC(=O)C1(C)CCCN(Cc2ccc(Cl)cc2)C1 (stereo not given) | ?
CCCCCC(=O)N1C[C@@H](O)[C@H](n2cc(COC(=O)c3ccccc3)nn2)C[C@@H]1c1ccc(OC)cc1 | 21%
CC1=C(C(=O)N2CCCCCC2)CC(CC(=O)NCC2CCCCC2)C(=O)N1Cc1ccccc1 (stereo not given) | ?
CN1CCN(C(=O)C(=O)c2cn(CC(=O)N3CCCCCC3)c3ccccc23)CC1 | -2%
OC(c1ccc(CN2CCCCC2)cc1)c1ncc(-c2ccccc2)[nH]1 (stereo not given) | 5%
COc1ccc(CCN(C)C(=O)c2cnn(-c3nccc(-c4ccc(C)o4)n3)c2C)cc1OC | 5%[9.04 µM]
N#CC1C(=O)NC(=O)C(C#N)C12CCCc1sccc12 (stereo not given) | 9%
CCCCn1nnnc1C(c1ccccc1)N1CCN(C(=O)C2CCCO2)CC1 (stereo not given) | 3%
OC[C@@H]1CN(Cc2cccnc2)C[C@H](n2cnc3c(N4CCN(c5ccccc5)CC4)ncnc32)O1 | ?
CCc1nc2c(OCCc3cccc(OC)c3)cccn2c1N(C=O)Cc1ccccc1 | ?
O=C(/C=C/[C@H]1O[C@@H](n2ccc(=O)[nH]c2=O)[C@H](O)[C@@H]1O)NCCN1CCOCC1 | 4%
NC(CCc1ccccc1)c1csc(NC(=O)NCCc2ccccc2)n1 (stereo not given) | 23µM*
CC1(C(=O)NS(=O)(=O)c2cccc(C#N)c2)CCN1C(=O)c1cccc2ccccc12 (stereo not given) | -11%
COc1cccc(C2(CC(=O)N3CCC(c4nc5ccc(F)cc5[nH]4)CC3)CC(=O)N(C)C2=O)c1 (stereo not given) | -2%
CCCCN(C)c1c(C)nc2ccc(C(=O)NCc3ccc(OC)cc3)cn12 | 13µM*
CC1=C(C(=O)N(C)C)CC(CC(=O)NC2CCCC2)C(=O)N1CCCN1CCCC1=O (stereo not given) | -1%
CC(=O)N1CCc2cc(NC(=O)C3(C)CCN3Cc3ccccc3Cl)ccc21 (stereo not given) | -20%
CC(C)C[C@H]1CN([C@@H](Cc2ccccc2)CN2CCC[C@@H]2CN2C(=O)C(=O)NC[C@@H]2Cc2ccc(O)cc2)C(=O)C(=O)N1CC1CCCCCC1 | ?
Cc1nn(C)cc1CN1CCOc2ccc(C(C)(O)COc3ccccc3)cc2C1 (stereo not given) | 25%[9.04 µM]
COc1ccc(NC(=O)C(c2ccc(C(F)(F)F)cc2)n2c(=O)c(-c3cc4ccccc4[nH]3)nc3ccccc32)cc1 (stereo not given) | 18µM*
CCC(C)C(CO)NCCCn1cnc2c(OC)ncnc21 (stereo not given) | 3%
O=C(NC(c1ccccc1)c1ccc2ccccc2n1)C1CCN(CCOc2ccc(Cl)cc2Cl)CC1 (stereo not given) | ?

15 entries from above, sorted by number of heavy atoms, low to high:
SMILES | DT40 TDP1 CPT
N#CC1C(=O)NC(=O)C(C#N)C12CCCc1sccc12 (stereo not given) | 9%
CCC(C)C(CO)NCCCn1cnc2c(OC)ncnc21 (stereo not given) | 3%
OC(c1ccc(CN2CCCCC2)cc1)c1ncc(-c2ccccc2)[nH]1 (stereo not given) | 5%
NC(CCc1ccccc1)c1csc(NC(=O)NCCc2ccccc2)n1 (stereo not given) | 23µM*
O=C(/C=C/[C@H]1O[C@@H](n2ccc(=O)[nH]c2=O)[C@H](O)[C@@H]1O)NCCN1CCOCC1 | 4%
CCCCn1nnnc1C(c1ccccc1)N1CCN(C(=O)C2CCCO2)CC1 (stereo not given) | 3%
Cc1nn(C)cc1CN1CCOc2ccc(C(C)(O)COc3ccccc3)cc2C1 (stereo not given) | 25%[9.04 µM]
CC1=C(C(=O)N(C)C)CC(CC(=O)NC2CCCC2)C(=O)N1CCCN1CCCC1=O (stereo not given) | -1%
CCc1nc2c(OCCc3cccc(OC)c3)cccn2c1N(C=O)Cc1ccccc1 | ?
COc1ccc(CCN(C)C(=O)c2cnn(-c3nccc(-c4ccc(C)o4)n3)c2C)cc1OC | 5%[9.04 µM]
CC1=C(C(=O)N2CCCCCC2)CC(CC(=O)NCC2CCCCC2)C(=O)N1Cc1ccccc1 (stereo not given) | ?
OC[C@@H]1CN(Cc2cccnc2)C[C@H](n2cnc3c(N4CCN(c5ccccc5)CC4)ncnc32)O1 | ?
CCCCCC(=O)N1C[C@@H](O)[C@H](n2cc(COC(=O)c3ccccc3)nn2)C[C@@H]1c1ccc(OC)cc1 | 21%
COc1ccc(NC(=O)C(c2ccc(C(F)(F)F)cc2)n2c(=O)c(-c3cc4ccccc4[nH]3)nc3ccccc32)cc1 (stereo not given) | 18µM*
CC(C)C[C@H]1CN([C@@H](Cc2ccccc2)CN2CCC[C@@H]2CN2C(=O)C(=O)NC[C@@H]2Cc2ccc(O)cc2)C(=O)C(=O)N1CC1CCCCCC1 | ?

Continued:
SMILES | DT40 TDP1 CPT
COc1cc(C=CC(=O)N2CCN(CC(=O)N3CCCC3)CC2)cc(OC)c1OC | 12%
CC1CCN(C(=O)COC(=O)c2cccc(S(=O)(=O)N3CCOCC3)c2)CC1 | 5%
COC(=O)c1cc(=O)nc(NN=Cc2ccc(C)cc2)s1 | -17%
COc1ccc(C(NC(=O)C2CCN(Cc3ccc(Oc4ccccc4)cc3)CC2)c2ccccc2C)cn1 (stereo not given) | 21µM*
CCc1nc2c(OCCOc3ccc(F)cc3)cccn2c1N(C)C(=O)CC(C)C | 16µM*
OCC1OC(Nc2ccccc2C=NO)C(O)C1O (stereo not given) | 4%
Cc1cc(-c2ccnc(-n3ncc(C(=O)NCC4COCCO4)c3C3CC3)n2)c(C)s1 (stereo not given) | 9.2µM*
CC(C)N(C)c1ncnc2c1ncn2[C@H]1CN(Cc2ccc(-c3ccccc3)cc2)C[C@@H](CO)O1 | 7.3µM*
COc1ccc(C(=O)Nc2ccc3c(c2)OCO3)cc1S(=O)(=O)N1CCOCC1 | -1%
O=C(c1[nH]c(C(F)(F)F)nc1-c1ccccc1)N1CCC(Cc2ccccc2)CC1 | ?
COc1ccc(NC(=O)c2cccc3c(-c4cnn(C)c4)coc23)cc1 | ?
COc1ccc(C2=Nc3ccccc3N(C(=O)c3ccc4c(c3)OCO4)C2C(=O)NCc2ccccc2)cc1 (stereo not given) | ?
Cc1ccc(-c2cnc(C(O)c3cc(C)cc(C)c3)[nH]2)cc1 (stereo not given) | ?
O=C1c2ccccc2C(c2nnnn2Cc2ccccc2)N1CCc1ccc(O)cc1 (stereo not given) | -13%
N[C@@H](CSCCCO)C(=O)O | -15%
CCC(c1nnnn1-c1ccc2c(c1)OCCO2)N1CCN(c2ccccc2OC)CC1 (stereo not given) | ?
CC(=O)Nc1ccc(C(=O)N2CCCCC2c2cc(C(=O)Nc3cccc4c3CCCC4)no2)cc1 (stereo not given) | ?
CNc1cncc(-c2ccc(OC)cc2OC)n1 | ?
COc1cc(C(=O)N2CCCCC2c2cc(C(=O)N3CCOCC3)no2)cc(OC)c1C (stereo not given) | -16%
COC(=O)[C@@]12C[C@@H](CC(=O)NCC34CC5CC(CC(C5)C3)C4)C(=O)N(Cc3ccccc3)C1=CCC(C)(C)C2 | ?
Cc1cccc(C)c1NC(=O)C(c1cccc2ccccc12)n1c(=O)c(-c2cc3ccccc3[nH]2)nc2ccccc21 (stereo not given) | 13µM*
COc1ccc(NC(=O)C[C@H]2C(=O)N(C3CCCCC3)C[C@@H]2c2ccccc2)cc1 | -26%
CC1(C(=O)O)CCN1C(=O)c1cccc(C(F)(F)F)c1 (stereo not given) | 9%
COP(=O)(OC)OC(C(=O)c1ccccc1)c1ccccc1 (stereo not given) | 12%
Cc1cc2oc(=O)cc(CN3CCCC3)c2cc1C | 6%
Cc1cccc(NC(=O)c2nc[nH]c2C(=O)Nc2ccccc2F)c1 | ?
CCOC(=O)C1=C[C@@H](C(C)C)N(S(=O)(=O)c2ccc(C)cc2)[C@H]1c1ccccc1F | ?
CCNC(=O)C1(C)CCN(Cc2cccc(C(F)(F)F)c2)C1 (stereo not given) | -26%
COc1ccccc1NC(=O)COC(=O)c1c(NC(C)=O)sc(C)c1C | ?
COc1cccc(Nc2nc(C(N)Cc3ccc(C(F)(F)F)cc3)cs2)n1 (stereo not given) | 9.2µM*
COc1ccc(N(CC(=O)NCc2cccs2)S(=O)(=O)c2ccc(C(C)=O)cc2)cc1 | 0%
COc1ccc(C(=O)NCCN2Cc3cc(C)ccc3OC(C)C2)c(OC)n1 (stereo not given) | 8%[9.04 µM]
CC(=O)O[C@@H](Cc1ccc(O)cc1)C(=O)CC(C)C | -5%
CCOC(=O)[C@]12CCC=C1N(Cc1cccc3ccccc13)C(=O)[C@H](CC(=O)NCCC(C)C)C2 | 23µM*
CNc1ncnc2c1ncn2[C@H]1CN(Cc2ccco2)C[C@@H](CO)O1 | 1%
COC(=O)C1=C(C(=O)OC)C(C(=O)OC)N2C=CC=CC2=C1C(=O)OC (stereo not given) | -11%
O=C1NC[C@@H](CCCCN2C[C@H](Cc3ccc(O)cc3)N(Cc3ccccc3)C(=O)C2=O)N(CC2CCCCC2)C1=O | -16%
COc1ccc(C(=O)N2CCCCC2c2cc(C(=O)Nc3ccccc3)no2)cc1 (stereo not given) | ?
CCCCNC(=O)c1nc(-c2ccc(C(F)(F)F)cc2)oc1-c1ccccc1 | -24%
CCNC(=O)C1CCCN(C(=O)c2ccc(OC)cc2OC)CC1 (stereo not given) | -9%
CC1(C(=O)NCc2ccccc2)CN(S(C)(=O)=O)CC(=O)N1Cc1cccc(F)c1 (stereo not given) | 0%
NC(=O)N/C=C1\CCCOC1=O | -5%
CC(=O)NCCNC(=O)C1Cc2c(-c3ccc(Cl)cc3)ccnc2O1 (stereo not given) | -6%
CC(=O)O[C@@H]1C(=O)O[C@@H]2[C@H]1OC(=O)[C@@H]2OC(C)=O | 21%
O=[N+]([O-])c1ccc2c(c1)-c1ccccc1C2O (stereo not given) | ?
CCCC(=O)N1CCC1(C)C(=O)NS(=O)(=O)c1ccc(Cl)cc1 (stereo not given) | -13%
CCCc1nc2c3ccccc3ccn2c1Cc1ccc(OC)cc1C | 18µM*
O=C(COC(=O)CSc1ccccc1)NC1CCS(=O)(=O)C1 (stereo not given) | -8%
Cc1c(C(=O)NCCN2CCC(c3ccccc3)CC2)cnn1-c1nccc(-c2cccs2)n1 | 8%[9.04 µM]
Cc1noc(C)c1-c1ccc(C(=O)NCCN2CCOCC2)c2occc12 | ?
CCN(CC(=O)Nc1c(F)cccc1F)C(=O)CCCSc1nc2ccccc2[nH]1 | -16%
CC1=CC(=O)C=CC1=Nc1ccc(N(C)C)cc1 | 1µM*
CC(=O)NC(c1ccccc1)c1nc(-c2cncnc2)cs1 (stereo not given) | 7%
c1ccc(Cc2nnc3n2CCN(Cc2cnc(-c4ccccc4)s2)CC3)cc1 | -20%
COc1ccc(C(C)(O)c2nc(-c3cncnc3)cs2)cc1 (stereo not given) | -13%
O=C(NCc1cccc(Cl)c1)c1ccc(-c2ccc(F)c(F)c2)c2ccoc12 | ?
C[C@@H]1Cc2[nH][nH]c(=O)c2[C@H](C)O1 | 2%
NCCCC[C@H](NC(=O)[C@@H]1CCCN1C(=O)[C@@H]1CSSC[C@H](N)C(=O)N[C@@H](Cc2ccc(O)cc2)C(=O)N[C@@H](Cc2ccccc2)C(=O)N[C@@H](CCC(N)=O)C(=O)N[C@@H](CC(N)=O)C(=O)N1)C(=O)NCC(N)=O | -21%&-3%
Cc1cc(C)cc(C(O)c2ncc(-c3ccc(F)cc3)[nH]2)c1 (stereo not given) | ?
COc1ccc(C(NC(=O)C2CCN(CCOc3ccc(Cl)cc3Cl)CC2)c2cccs2)cc1 (stereo not given) | ?
(list continues)
SMILES | DT40 TDP1 CPT
CCOCCn1c(N2CCCN(C)CC2)nc2ccccc21 | -7%
COc1ccc(C)cc1S(=O)(=O)N1CCCC(N2CCN(c3ccccc3)CC2)C1 (stereo not given) | ?
O=C1c2ccccc2-c2ccccc2NC1O (stereo not given) | 11%
CC[C@]1(O)CC2CN(CCc3c([nH]c4ccccc34)[C@@](C(=O)OC)(c3cc4c(cc3OC)N(C)[C@H]3[C@@](O)(C(N)=O)[C@H](O)[C@]5(CC)C=CCN6CC[C@]43[C@@H]65)C2)C1 (stereo not given in full) | 0.34µM*
CC(OC(=O)c1ccc(NC(=O)CC#N)cc1)C(=O)Nc1ccc(S(=O)(=O)N2CCCC2)cc1 (stereo not given) | -20%
Cc1cc(C(=O)N2CCC2(C)C(=O)O)nn1C(C)(C)C (stereo not given) | -1%
CC(C)NC(=O)C1(C)CN(S(C)(=O)=O)CC(=O)N1Cc1cccs1 (stereo not given) | 0%
Cc1onc(-c2ccccc2)c1C(=O)N1CCCC(C)(C(=O)NS(=O)(=O)C2CC2)C1 (stereo not given) | ?
CC(=O)c1cccc(-c2ccnc3c2CC(C(=O)NCc2ccncc2)O3)c1 (stereo not given) | ?
Cc1ccc(NC(=O)CN(C)C(=O)C2CSC3(C)CCC(=O)N23)cc1 (stereo not given) | 2%
CC(C)n1c(=O)c2ccccc2n1CC(=O)N1CCOCC1 | 3%
Cc1ccc(CS(=O)Cc2ccc(C(=O)NCCCc3ccccc3)o2)cc1 (stereo not given) | ?
O=C(NCc1ccccc1)C(c1ccco1)N1CCN(c2ccccc2F)CC1 (stereo not given) | ?
Cc1ccc(Cc2c(-c3ccc(C#N)cc3)nc3ccc(Br)cn23)cc1 | 21µM*
CCCCn1nnnc1C(c1cc2ccccc2o1)N1CCCC1 (stereo not given) | ?
